From PubChem
PfHsp40 rescue: rescue of yeast from PfHsp40 toxicity, primary screen, S. cerevisiae, ATP luminescence. S. cerevisiae expressing PfHsp40, growth rescue. growth rescue, % at 12.5 µM. actives 0.68% (n = 340,000); in the data active means growth rescue above about 28%, passing the limit was not always enough; inconclusive means no clear call, values can overlap the other calls;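 further: yeast W303a lacking pdr1 and pdr3 grown in galactose medium; growth measured after three days at 30 °C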
PriA SSB inh: inhibitors of Klebsiella pneumoniae PriA binding to SSB C-terminal tail, primary screen, biochemical, AlphaScreen | PriA–SSB C-terminal tail interaction (Klebsiella pneumoniae) | AlphaScreen SSBct-PriA binding, biotinylated peptide | inhibition, % at 33 µM | actives 0.6% (n = 430,000) | AID 1272365, 2023; in the data active means inhibition mostly above about 37%, no sharp cut-off; inactive means mostly below about 20%;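 further: plate controls were negative control peptide for no effect and reference peptide for full effect; strong numbers were not always called active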
BH1578 lux ind: inducers of Vibrio cholerae quorum light production without autoinducers, primary screen, BH1578 luxS cqsA deficient, single point; actives 0.16% (n = 350,000); V. cholerae BH1578 lux reporter, luminescence, 6 h; activation, % at 18.7 µM; AID 588436, 2011; in the data active means activation mostly above about 9.7%, no sharp cut-off; inconclusive means no clear call, values can overlap the other calls; inactive means mostly below about 3.7%; further: not every result past the cut was called active; inactives centre near 0; reference of the scale not given here
3CLpro inhibitor: SARS-CoV 3CLpro protease inhibitors, primary screen, biochemical, quenched FRET; Replicase polyprotein 1ab (Severe acute respiratory syndrome coronavirus), P0C6X7; recombinant SARS-CoV 3CLpro, quenched FRET peptide cleavage; inhibition, % at 6 µM; actives 0.14% (n = 290,000); AID 1706, 2009; in the data active means inhibition above about 12%
Anthrax LF prot: Bacillus anthracis LF protease inhibitors, primary screen, biochemical, multiplex microsphere, MLPCN library. Lethal factor (Bacillus anthracis), P15917. multiplex microsphere protease cleavage assay. inhibition, % at 10 µM. actives 0.12% (n = 360,000); further: plate controls were buffer without enzyme for full effect and enzyme alone for no effect
Target sequence (P15917 whole entry, looked up): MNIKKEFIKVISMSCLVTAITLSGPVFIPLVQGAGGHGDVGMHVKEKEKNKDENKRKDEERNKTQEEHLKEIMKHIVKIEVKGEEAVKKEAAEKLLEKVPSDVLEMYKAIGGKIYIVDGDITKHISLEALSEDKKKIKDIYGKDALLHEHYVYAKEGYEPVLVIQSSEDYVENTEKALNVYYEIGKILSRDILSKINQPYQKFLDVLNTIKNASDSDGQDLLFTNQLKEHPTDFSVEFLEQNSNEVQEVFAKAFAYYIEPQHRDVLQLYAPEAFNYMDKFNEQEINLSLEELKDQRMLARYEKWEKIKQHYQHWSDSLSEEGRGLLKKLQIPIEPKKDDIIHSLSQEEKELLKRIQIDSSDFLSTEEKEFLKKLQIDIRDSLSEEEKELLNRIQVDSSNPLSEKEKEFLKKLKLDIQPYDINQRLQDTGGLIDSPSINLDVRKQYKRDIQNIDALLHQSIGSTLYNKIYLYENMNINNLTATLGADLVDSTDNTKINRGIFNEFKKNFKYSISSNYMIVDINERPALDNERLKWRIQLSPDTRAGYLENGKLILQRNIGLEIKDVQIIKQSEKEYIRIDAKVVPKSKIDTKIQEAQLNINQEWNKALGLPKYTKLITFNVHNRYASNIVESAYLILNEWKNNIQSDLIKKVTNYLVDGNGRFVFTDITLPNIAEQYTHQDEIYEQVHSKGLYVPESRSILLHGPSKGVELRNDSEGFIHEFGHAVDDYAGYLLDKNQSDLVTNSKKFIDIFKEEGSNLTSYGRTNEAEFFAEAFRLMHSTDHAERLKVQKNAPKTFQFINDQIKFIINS
TcdB inh: TcdB glycohydrolase inhibitors, primary screen, biochemical, single point, plate reader | inhibition, % at 9.99 µM | AID 652162, 2013 | TcdB glycohydrolase enzymatic assay | actives 0.24% (n = 350,000) | Toxin B (Clostridioides difficile), P18177; in the data active means inhibition above about 10%
Y pestis TopoI: Yersinia pestis topoisomerase I inhibitors, primary screen, biochemical, cleavage product accumulation, plate reader, single point. DNA topoisomerase I (Yersinia pestis CO92). Y. pestis Topo-I cleavage product accumulation. activity, % at 10 µM. actives 0.064% (n = 360,000); in the data active means activity above about 50%, passing the limit was not always enough; inconclusive means no clear call, values can overlap the other calls; further: inactives centre near 2
BoNT A protease: BoNT/A light chain protease inhibitors, primary screen, biochemical, flow cytometry, MLPCN library; inhibition, % at 10 µM; multiplex microsphere protease substrate cleavage; Botulinum neurotoxin type A light chain protease (Clostridium botulinum A str. ATCC 3502); actives 0.17% (n = 360,000); further: plate controls were buffer without enzyme for full effect and enzyme alone for no effect
PrPC surface inh: inhibitors of human cell surface prion protein PrPC, primary screen, cell-based, TR-FRET | Major prion protein (Homo sapiens), P04156 | TR-FRET read-out | inhibition, % at 13.8 µM | actives 0.43% (n = 370,000) | AID 720596, 2013; in the data active means inhibition above about 24%; further: 0% = median of the test wells and 100% = reference compound wells
Active calls of the source: *; i = inactive; ? = inconclusive; / = not tested or not shown; & = joins results of further samples. Unless noted, no stated cut-off is given here; in the data, active means inhibition above about 30%; inconclusive means no clear call, values can overlap the other calls; inactive means below that. These rows are one share of the data (hit frequency here may not be typical).

canonical_smiles	PfHsp40 rescue	PriA SSB inh	BH1578 lux ind	3CLpro inhibitor	Anthrax LF prot	TcdB inh	Y pestis TopoI	BoNT A protease	PrPC surface inh
O=C(C[C@@H]1C/C=C\C[C@@H](Cc2ccc(F)cc2)C(=O)OCCNC1=O)N[C@H](CO)Cc1ccccc1	0.0	-8.0	0.3	/	-3.5	0.8	-1.9	-0.3	-2.0
O=C(Oc1ccccc1C(=O)Nc1ccccc1)c1ccc(Br)c([N+](=O)[O-])c1	1.7	-2.5	i	5.9	-0.9	0.3	-12.0	0.0	-1.0
COc1ccccc1CNS(=O)(=O)c1c(C)nc2sccn2c1=O	-0.2	-2.4	-0.2	0.2	0.5	-0.3	3.3	-0.7	0.9
NS(=O)(=O)c1ccc(NC(=S)NC(=O)c2ccco2)cc1	-1.6	-16.0	i	-4.8&2.0	-3.8	/	4.2	0.1	-1.9
CCOC(=O)C1CCCN(C(=O)c2sc3nc(-c4ccc(F)cc4)cn3c2C)C1 (stereo not given)	7.4	-1.1	-0.4	9.0	0.9	/	23.9	-0.6	-7.2
Cc1cc(-c2nsc(=O)o2)c(S(C)(=O)=O)s1	-0.2	-5.3	-0.7	-5.5	?	/	2.3	?	-0.9
Cc1c(C(=O)N2CCN(Cc3ccccc3)CC2)oc2c1C(=O)CCC2	-0.7	-6.2	i	2.8	0.7	1.5	5.8	1.2	-0.7
CCOc1ccc(NC(=S)NC23CN4CN(CN(C4)C2)C3)cc1	-0.8	-0.6	-0.4	2.0	-10.2	1.7	6.5	0.1	3.2
O=C(Nc1ccccc1C(=O)N1CCCCC1)c1ccccc1C(F)(F)F	-2.2	-3.5	-0.3	1.5	1.3	-4.0	7.0	1.5	-6.4
O=C(CCCc1nc2ccccc2s1)Nc1ccc(N2CCOCC2)cc1	-0.2	-3.5	-0.6	-2.5	-8.0	0.8	30.4	0.4	10.9
CCc1cccc(Nc2cc(C)nc3nc(C)nn23)c1	-0.9	1.1	-0.2	-2.9	2.7	-0.2	-7.2	0.1	-2.9
O=C(NN1CCCCC1)c1ccc(COc2ccc(Cl)cc2)cc1	0.1	-6.2	-0.3	2.5	1.8	0.2	-2.3	0.2	-6.7
CCOC(=O)C1CCN(C(=O)CN(c2cccc(OC)c2)S(=O)(=O)c2ccccc2)CC1	-2.1	-15.6	i	-4.5	-2.3	/	20.0	0.0	-2.1
CCn1nc(C)c(C(=O)Nc2cc(Oc3ccc(Cl)cc3)cc([N+](=O)[O-])c2)c1C	0.6	14.8	-0.7	2.7	-0.5	/	-1.2	3.3	-5.5
COc1cccc(/C=N/c2sc(Cc3ccccc3)c(C)c2C(N)=O)c1O	-0.8	/	-0.3	2.6	0.7	/	3.6	1.1	4.3
Cc1ccc(CNC(=O)N2CCN(c3ccc(C)cc3)CC2)cc1	0.5	-5.4	1.9	-1.5	-5.3	1.3	1.4	-1.1	-4.6
O=C(C1CCC(=O)N(C2CCCC2)C1)N1CCN(Cc2cccc(F)c2)CC1 (stereo not given)	0.4	-7.5	i	-1.9	3.0	0.0	-1.8	0.8	-2.3
COc1ccc(C(=O)NCCc2ccc(F)cc2)cc1OC	1.3	-9.5	0.3	2.6	-3.4	-5.3	4.0	-0.6	4.1
CC(=O)Nc1ccc(NC(=O)c2cc(=O)c3ccc(C)cc3o2)cc1	-1.3	-8.2	-0.6	-0.2	1.9	0.3	-4.7	-4.7	-26.2
CC(=O)c1ccc(NC(=O)COC(=O)c2c3c(nc4ccccc24)/C(=C\c2cccs2)CCC3)cc1	-0.5	1.4	-0.3	-4.4	1.1	-1.4	-5.5	1.1	-4.5
CN(CC(=O)Nc1cccc(F)c1)C(=O)c1ccccc1OCC(=O)Nc1cccc(C(F)(F)F)c1	0.0	-13.9	3.5	/	-1.0	-1.6	1.5	1.5	-0.7
CCc1cc2c(=O)c(-c3ccc(F)cc3)c(C)oc2cc1OCC(=O)O	0.8	-8.2	0.8	-2.5	-4.0	-0.5	11.6	1.7	2.7
CC1(C)Cc2ccccc2-c2nnc(SCc3ccccc3)n21	1.1	-2.3	i	0.6	7.2	1.6	25.8	1.4	-1.3
COc1ccc(CO[C@@H]2O[C@H](CO)[C@@H](O)[C@H](O)[C@H]2NC(C)=O)cc1OC	0.4	3.3	i	1.4	-1.4	-0.9	1.5	-2.4	-0.4
CCOC(=O)c1cnc2ccc(F)cc2c1Nc1ccc2c(c1)OCCO2	2.9	-1.8	-0.3	5.3	-2.4	0.6	-1.2	0.1	7.4
CN(C)S(=O)(=O)c1ccc(N2CCCC2)c(C(=O)N2CCN(S(=O)(=O)c3ccc(F)c(F)c3)CC2)c1	0.2	-1.4	-7.1	/	-8.8	1.0	19.5	-0.7	-2.4
CC1CCN(C(=O)CNC(=O)c2ccc(Cl)cc2Cl)CC1	-3.0	-18.1	i	6.7	-3.6	/	0.4	-0.1	0.9
Clc1ccc(-n2nnnc2-c2cnc(-c3ccncc3)nc2-c2cccs2)cc1	21.1	6.1	0.5	1.4	-0.1	/	23.1	0.9	1.2
CCn1c(COc2ccccc2)nnc1SCC(=O)c1cccc([N+](=O)[O-])c1	-0.1	4.6	i	1.6	-5.7	1.7	2.9	-1.3	-7.9
O=C(Nc1cc(C(F)(F)F)ccc1N1CCOCC1)C1=NN(c2ccccc2)C(=O)CC1	-0.9	-3.2	-2.6	0.0	-0.9	-1.9	16.6	0.2	8.1
CCC(Oc1ccc(C)cc1)C(=O)Nc1ccc(S(=O)(=O)Nc2nccs2)cc1 (stereo not given)	-0.8	10.5	-0.4	3.5	-0.1	1.2	17.7	2.7	-2.8
O=C(Nc1ccncc1)c1ccccc1[N+](=O)[O-]	-0.3	-13.7	-0.2	1.4	-2.1	1.3	-4.2	0.4	-14.0
CCC(Sc1ncccc1Nc1ccccn1)C(=O)O (stereo not given)	-1.3	-9.0	i	/	0.9	1.0	-3.7	0.8	8.8
O=C(CSc1nnc(-c2ccco2)n1Cc1ccccc1)NC(=O)NCc1ccccc1	-0.1	-9.1	i	1.7	-2.7	/	36.8	0.4	-0.9
C[C@]12C[C@H](O)[C@@H](O)C[C@@H]1CC[C@@H]1[C@@H]2CC[C@]2(C)C(=O)CC[C@@H]12	/	/	-0.3	/	-0.8	1.0	2.6	-0.6	10.7
C/C(=N\Nc1ccccn1)c1ccc(S(=O)(=O)NCc2ccco2)cc1	-0.7	/	-0.3	-1.3	-3.8	/	3.7	-1.2	5.0
COC(=O)CN1C(=O)C(O)(CC(=O)c2ccc(C)cc2)c2cc(Br)ccc21 (stereo not given)	2.5	5.5	-0.4	5.3	-1.7	-2.2	13.9	-0.2	-6.1
Cn1c(=O)c2c(nc(Cc3ccc(N)cc3)n2C)n(C)c1=O	-0.7	-2.8	-0.4	-0.4	5.8	-4.3	5.2	-0.4	-3.0
O=C(CSc1nc2c(c(=O)n1-c1ccc(Cl)cc1)SCC2)NCc1ccco1	0.8	-2.9	-0.2	-0.4	-18.2	/	-7.0	-0.4	-6.5
O=C(CCN1CCCCC1)Nc1cccc(Br)c1	-1.4	-7.1	i	1.2	2.7	0.2	1.3	-0.5	2.5
COc1ccc(N=Cc2ccc(N(CCC#N)CCC#N)cc2)cc1	-1.3	-9.4	-0.8	/	-5.8	1.9	6.5	-0.8	1.3
N#CCCN(C(=O)CSc1ccc2c(c1)OCCO2)c1ccc(F)cc1	1.8	10.9	i	0.4	0.8	/	14.7	-0.2	3.9
C=CCN1[C@H](COCc2ccccc2)C=CS1(=O)=O	/	/	/	/	4.3	1.4	/	-0.5	0.1
Cc1ccc2[nH]c(=O)c3cc(C(=O)N(CCCOC(C)C)Cc4ccco4)sc3c2c1	1.2	-6.2	-0.2	-4.7	7.0	1.5	32.1	0.7	-1.0
NC(=O)c1ccccc1OCC(=O)NS(=O)(=O)c1ccc(Cl)cc1	-1.4	-10.9	-0.4	3.2	-4.1	/	1.6	-0.4	2.5
COc1ccc(OCC(O)CN2CCN(Cc3ccc4c(c3)OCO4)CC2)cc1 (stereo not given)	1.9	-5.0&-8.2	1.1	3.7	-3.2	0.9	4.7	-3.1	-4.5
C=CCC1(CC=C)CCCN1C(=O)CC1C(=O)NCCN1Cc1cc(OC)cc(OC)c1 (stereo not given)	-0.7	2.6	-0.3	-1.2	2.2	/	17.7	0.8	-2.9
CCCCn1c(N)c(N(CCC(C)C)C(=O)CSc2nc3ccccc3s2)c(=O)[nH]c1=O	/	/	-0.3	/	2.0	0.8	-0.7	-0.2	5.5
Cc1cccc(N2C(=O)C(O)=C(C(=O)c3cccs3)C2c2ccccc2)n1 (stereo not given)	-0.2	-2.5	-0.5	2.7	-1.7	0.7	5.4	-0.7	5.8
Cc1ccc2nc(-c3ccc(NC(=S)NC(=O)C(C)C)cc3)sc2c1	-0.8	3.0	1.5	6.1	3.4	0.7	-7.8	?	-7.5

(more compounds)
canonical_smiles	PfHsp40 rescue	PriA SSB inh	BH1578 lux ind	3CLpro inhibitor	Anthrax LF prot	TcdB inh	Y pestis TopoI	BoNT A protease	PrPC surface inh
Oc1cccc(Nc2nc(NCC3CCCO3)c3ccccc3n2)c1 (stereo not given)	0.5	20.0	-5.9	1.6	-6.4	/	18.5	-0.1	/
O=C(Cn1c(=O)sc2ccccc21)Nc1ccc(S(=O)(=O)N2CCCC2)cc1	-0.1	-15.1	/	0.4	-15.4	/	-8.4	-0.9	1.6
COc1ccc(NC(=O)[C@@H](NC(N)=O)C(C)C)cc1Cl	-0.7	-9.2	-0.4	1.3	2.5	0.6	4.5	0.0	5.3
Cc1ccc(-c2cc(O)cc3sc(=O)oc23)cc1C	1.2	-8.0	3.1	1.2	3.2	2.2	-3.1	-0.9	4.6
C=CC[n+]1c(-c2ccc(Cl)cc2Cl)csc1Nc1ccc(NC(C)=O)cc1	?	10.3	-1.8	-0.3	-4.0	0.4	19.8	-0.5	20.2
C(=Cc1cnc2ccccc2n1)c1ccc2c(c1)OCO2	/	/	i	/	22.4	-0.2	4.4	16.5	-11.2
CCNS(=O)(=O)c1ccc(CCC(=O)Nc2cc(Cl)ccc2Oc2ccccc2)cc1	-0.5	-0.2	-1.7	9.9	0.0	/	-9.5	0.6	7.8
C=CCn1cnnc1SCC(=O)N(C)CC1COc2ccccc2O1 (stereo not given)	-0.1	10.2	-2.9	/	-1.3	-0.4	-4.3	-0.3	-1.0
CCOC(=O)N1CCN(C(=O)CSc2nnc(-c3cc(OC)ccc3OC)o2)CC1	-1.5	-3.0&-5.9	i	-0.7	0.4	/	6.0	-0.3	-3.1
Cc1nc(SCC(=O)Nc2c(C)n(C)n(-c3ccccc3)c2=O)n[nH]1	-1.5	-0.3	i	1.6	-3.6	/	5.0	0.5	-1.3
O=C(N/N=C/c1ccc([N+](=O)[O-])cc1)C(=O)N1CCCC1	-0.3	/	i	-0.1	1.3	1.4	-10.6	0.5	-7.1
CN(CC(=O)Nc1ccc(F)cc1)C(=O)c1cn(-c2ccccc2)nc1-c1cccs1	3.1	-4.8	2.6	/	-0.2	1.1	-4.6	1.3	0.4
